Bioassay records from PubChem BioAssay.
Myeloid diff 2 – promotes myeloid progenitor differentiation | ER-HoxA9 myeloid progenitors, lysozyme-GFP differentiation, flow cytometry | AID 624256 | calls only at 10 µM | hit rate 1% among 360,000;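 active = normalized GFP-positive differentiation at or above the plate's own cutoff, the solvent-only control mean plus 3 SD; inconclusive = no clear call, values can overlap the other calls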;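 note: cells exposed to compound for four days before flow analysis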
RSV antiviral HEp-2 – RSV antiviral activity via CPE protection, HEp-2 cells, primary 10 µM value included (AID 2391). HEp-2 cells, RSV-induced CPE inhibition; higher % means a stronger effect. one-dose CPE inhibition, % at 10 µM; IC50 in µM for titrated hits. hit rate 0.13% among 310,000; in the data active = a potency from the dose series; inconclusive = CPE inhibition mostly from about 23% at the one dose, without a potency; inactive = the rest, 99 in 100 with CPE inhibition below about 21%; note: strong numbers were not always called active
K1F lysis inhibition – inhibition of K1F phage lysis, E. coli UTI89, bacterial capsule biogenesis inhibitors, alamar blue (AID 488966) | E. coli UTI89 K1F phage lysis, alamar blue, 2 h; higher % means a stronger effect | inhibition, % at 100 µM; hits with a dose series show IC50 in µM | hit rate 0.02% among 340,000;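 active = phage lysis inhibition, versus mean bacterial control, above a set limit; inconclusive = no clear call, values can overlap the other calls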;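 note: capsule biogenesis inhibitors block K1F phage lysis so surviving cells raise fluorescence; higher fluorescence means more inhibition of phage lysis; actives were called in the ten point dose series up to 300 µM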
T cell HTS – T cell immune modulators affecting CD8 T cell-vesicle binding | 2C CD8+ T cell-vesicle binding, flow cytometry; stronger effect = lower value | calls only at 7 µM | hit rate 0.068% among 330,000;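 active = response, share of CD8 T cells binding vesicles, and their 90th percentile fluorescence all below set limits, cut at about 80% in these data, passing the limit was not always enough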
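Also added: QL9-peptide-loaded Drosophila micro-vesicles bearing Ld, ICAM-1 and B7-1; Test system: purified 2C TCR transgenic mouse naive CD8+ T cells; Measured by: cytometric PE anti-B7-1 and Alexa647 anti-CD8 signals after 1% paraformaldehyde fixation; Timing: binding step 1.5 h, 37 °C, antibody labelling 20 min, ice.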
PhoP inhibition – inhibitors of PhoP regulon expression, primary screen, Salmonella Typhimurium, GFP reporter (AID 1863); S. Typhimurium PhoP-regulated promoter GFP reporter, 4 h; higher % means a stronger effect; hit rate 0.16% among 300,000; inhibition, % at 50 µM, or IC50 in µM where a hit was titrated;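 active = inhibition over 29.93%, a cutoff 3 SD above the screen mean, later confirmed by dose response; inconclusive = inhibition over 29.93% but no dose response follow-up; inactive = inhibition at most 29.93% or unconfirmed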;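 note: 0% = low Mg2+ inducing control and 100% = high Mg2+ repressing control; strong numbers were not always called active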
NTR1 agonist – agonists of NTR1, primary screen, imaging, U2OS cells, beta-arrestin-GFP, high content (AID 493036) | P30989 | NTR1-U2OS beta-arrestin-GFP spot imaging, agonist mode | activation, % at 20 µM | hit rate 0.17% among 330,000;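 active = activation at or above 40% of the spot to cytoplasm intensity ratio, with at least 20 cells analyzed; inconclusive = wells under 20 cells, flagged as cytotoxic or low count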;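 note: 0% = DMSO without peptide and 100% = 100 nM NTR1 peptide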
Target sequence (P30989 whole entry, looked up): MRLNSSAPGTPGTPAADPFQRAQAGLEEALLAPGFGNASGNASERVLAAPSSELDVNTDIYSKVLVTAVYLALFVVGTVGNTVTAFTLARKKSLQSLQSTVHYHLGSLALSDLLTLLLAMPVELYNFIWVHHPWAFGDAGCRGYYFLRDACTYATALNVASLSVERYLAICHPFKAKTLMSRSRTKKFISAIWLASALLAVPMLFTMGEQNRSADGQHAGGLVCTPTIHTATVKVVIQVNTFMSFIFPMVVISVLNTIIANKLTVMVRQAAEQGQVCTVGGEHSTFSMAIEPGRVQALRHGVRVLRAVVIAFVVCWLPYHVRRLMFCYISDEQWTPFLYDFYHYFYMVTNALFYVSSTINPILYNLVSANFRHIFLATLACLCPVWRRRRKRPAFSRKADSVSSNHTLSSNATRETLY
Large T inhibition – TAg ATPase/helicase activity blockers – biochemical (AID 1903); SV40 large T antigen ATPase/helicase inhibition assay; higher % means a stronger effect; one-dose inhibition, % at 20 µM; IC50 in µM for titrated hits; hit rate 0.39% among 310,000; in the data active = a potency from the dose series; inconclusive = inhibition mostly from about 32% at the one dose, without a potency; inactive = the rest, 99 in 100 with inhibition below about 32%; note: strong numbers were not always called active
Rac1 GTP hydrolysis – MgcRacGAP GTPase-activating activity inhibitors, confirmation, biochemical, ADP Hunter fluorescence; AID 624330; MgcRacGAP-stimulated Rac1 GTP hydrolysis, ADP Hunter fluorescence; higher % means a stronger effect; GST-tagged Rac1 F28L mutant substrate; hit rate 0.6% among 340,000; inhibition, % at 30 µM, or IC50 in µM where a hit was titrated;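 active = first-screen hits whose inhibition reached a set limit at any dose in the follow-up dose series; inconclusive = inhibition above the set first-screen limit but never retested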;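 note: fluorescence reports GDP produced by GAP-driven GTP hydrolysis; strong numbers were not always called active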
TNAP activation fold – stimulation of alkaline phosphatase TNAP activity – biochemical, luminescent, no phosphate acceptor, uHTS, primary screen (AID 1001); purified TNAP, luminescent activation assay, no phosphate acceptor; higher activation fold means a stronger effect; activation fold at 20 µM; hits with a dose series show EC50 in µM; hit rate 0.03% among 200,000; in the data active = activation fold from about 3, or a potency from the dose series; inactive = the rest, 99 in 100 with activation fold below about 1.6; note: many of its hits are not listed in these tables
T cell HTS vesicle-bound % – further read-out of T cell HTS, marked with its call; double positive events, %; measured here: CD8+ vesicle-bound cell fraction;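 binding gate set so that unloaded-vesicle control wells show 10% double positive cells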
NTR1 agonist cell count 20 µM – also measured in NTR1 agonist; calls as there; cell count; measured here: cell count, cytotoxicity flag
Myeloid diff 2 GFP+ MAC1+ % – second read-out of Myeloid diff 2, no call of its own (marks repeat the call); GFP+ MAC1+ double positive, %; measured here: differentiation confirmed by MAC1 staining
Active calls of the source: *; i = inactive; ? = inconclusive; . = not tested or not shown; + = active, no number; & = joins results of further samples; [ ] = dose if it differs, or a comment.

SMILES	Myeloid diff 2	Myeloid diff 2 GFP+ MAC1+ %	RSV antiviral HEp-2	K1F lysis inhibition	T cell HTS	T cell HTS vesicle-bound %	PhoP inhibition	NTR1 agonist	NTR1 agonist cell count 20 µM	Large T inhibition	Rac1 GTP hydrolysis	TNAP activation fold
OCCC1CN(Cc2cc(F)ccc2-n2cccn2)CCN1C1CCCC1 (centres undefined)	i	0.2	-1.9%	0.0%	i	40	-7%	2.8	40	12%	9%	.
CN=c1scc(C)n1/N=C/c1cc(Br)c(O)c(OC)c1	i	0.9	9.3%	0.0%	i	33	11%	1.1	55	5.8µM*	14µM*	1.1
CS(=O)(=O)CC(=O)Nc1ccc2nc3n(c(=O)c2c1)CCCCC3	i	0.3	0.9%	0.0%	i	28	-3%	1.8	62	9%	-7%	.
Cc1ccccc1NC(=O)CCN1CCN(Cc2ccccc2)CC1	i	0.9	1.0%	-0.3%	i	34	-1%	-0.3	71	3%	5%	1
Cc1oc2ccc(OCc3ccc(F)cc3)cc2c1C(=O)O	i	0.9	-0.3%	-0.4%	i	14	2%	0.7	100	-1%	0%	1.2
Cc1ccc(OCC(=O)N/N=C2\CC(=O)CC(C)(C)C2)c(Br)c1	i	0.3	1.0%	0.7%	i	11	-3%	1.2	59	30%	5%	.
Cc1cccc(N(C)S(=O)(=O)c2c(C)noc2C)c1	i	0.0	1.9%	-0.1%	i	28	-5%	-0.4	63	20%	7%	.
COc1ccc(C)cc1NC(=O)C(OC(=O)C1CC1)c1ccccc1 (centres undefined)	i	0.3	1.1%	-0.2%	i	53	9%	0.9	52	8%	0%	1.2
COc1ccc([N+](=O)[O-])cc1NC(=O)C(C)N(C)Cc1cccc(OC)c1OC (centres undefined)	i	0.5	38%	1.7%	i	8	15%	6.1	43	2%	9%	1.2
c1ccc2cc(OCc3nc4ccccc4[nH]3)ccc2c1	i	2.4	17%	3.3%	i	44	-3%	0.8	58	15%	4%	1.3
CCOC(=O)C1CCN(C(=O)c2ccc(Cl)c(S(=O)(=O)N3CCOCC3)c2)CC1	i	5.1	3.2%	0.1%	i	20	5%	0.2	59	17%	3%	1.1
Cc1ccc(-c2cc(C(=O)O)c3cc(Br)ccc3n2)o1	i	0.6	3.7%	0.7%	i	57	4%	0.0	51	4%	12%	1.1
Cc1ccc(-c2csc(N3CCC(C(N)=O)CC3)n2)cc1	i	1.7	1.2%	-1.4%	i	38	.	1.4	54	.	3%	.
CCOc1ccc(CNC(=O)Nc2ccccc2)cc1	i	1.2	0.2%	0.3%	i	25	-1%	-0.2	88	3%	.	.
Cc1c(Br)c([N+](=O)[O-])nn1CC(=O)c1ccccc1	i	0.3	-2.5%	-0.3%[50 µM]	i	30	6%	0.3	52	3%	4%	1.1
CSc1ccccc1NC(=O)c1cccnc1	i	4.6	0.0%	0.9%	i	48	-2%	-1.9	62	10%	5%	1
CCn1c(SCC(=O)Nc2nccs2)nnc1-c1ccc(S(=O)(=O)N2CCCCCC2)cc1	i	0.4	16%	0.2%	i	18	8%	-0.2	72	0%	1%	1
O=C(NCC1CCCO1)c1ccc(S(=O)(=O)N2CCCCC2)cc1 (centres undefined)	i	1.0	3.1%	0.1%	i	44	0%	-1.0	104	5%	0%	1.1
CC[N+](CC)(CC=C(C)C)CC(=O)OC	i	0.3	1.3%	0.2%	i	60	.	-1.7	83	.	-14%	1
CCC(=O)N1c2ccc(S(=O)(=O)N3CCN(CC)CC3)cc2CC1C (centres undefined)	i	0.5	4.5%	0.4%	i	22	-10%	-0.2	49	9%	8%	.
COc1ccc(-c2cc(C(F)(F)F)nc(SCC(=O)Nc3cc(C)on3)n2)cc1OC	i	1.3	-0.1%	0.4%	i	8	1%	1.5	48	7%	4%	1.1
O=C(Nc1ccc2c(c1)C(=O)N(CC1CCCO1)C2=O)c1cccc(Br)c1 (centres undefined)	i	0.5	17%	-0.1%	i	16	-14%	2.2	98	1%	7%	1.1
CC1(C)CC(=O)c2sc(NC(=O)c3ccco3)nc2C1	i	2.5	2.4%	-0.2%	i	20	2%	1.9	48	2%	4%	1.1
Cc1ccc(S(=O)(=O)N2CCCN(S(=O)(=O)c3ccc4c(c3)OCCO4)CC2)cc1	i	0.8	0.1%	-0.5%	i	13	7%	-0.8	74	-3%	0%	1.1

As entered above.
`Cc1cccc(N(C)S(=O)(=O)c2c(C)noc2C)c1` | Myeloid diff 2 GFP+ MAC1+ % = 0.0
`CC1(C)CC(=O)c2sc(NC(=O)c3ccco3)nc2C1` | T cell HTS vesicle-bound % = 20

(list continues)
SMILES	Myeloid diff 2	Myeloid diff 2 GFP+ MAC1+ %	RSV antiviral HEp-2	K1F lysis inhibition	T cell HTS	T cell HTS vesicle-bound %	PhoP inhibition	NTR1 agonist	NTR1 agonist cell count 20 µM	Large T inhibition	Rac1 GTP hydrolysis	TNAP activation fold
COc1ccccc1S(=O)(=O)Cc1ccc(C(=O)N2CCN(c3ccc(C)cc3)C(C)C2)o1 (centres undefined)	i	5.6	1.7%	3.1%	i	46	-5%	-0.2	90	1%&17%	9%	1.1
CCCN1C(=O)S/C(=C\c2ccc(N3CCOCC3)o2)C1=O	.	.	-1.0%	0.0%	i	40	-7%	-1.8	44	5%	?	1.1
N=C1/C(=C/c2cccs2)C(=O)N=C2SN=C(SCc3ccccc3)N12	i	2.6	8.9%	i	i	11	-18%	1.8	64	7%	0%	1
O=C(CN1CCN(C(=O)c2ccco2)CC1)Nc1ccccc1-c1ccccc1	i	1.1	2.0%	0.0%	i	21	-12%	5.5	69	22%	7%	0.9
COc1ccc(Nc2ncnc3c2cnn3Cc2ccccc2)cc1OC	i	7.0	18%	0.1%	i	26	-10%	1.2	45	2%	14%	1.1
CCn1c(C)nnc1SCC(=O)Nc1cccc(Cl)c1	i	0.8	1.8%	0.8%	i	44	10%	-0.3	49	10%	6%	.
COC(=O)COc1ccc(S(=O)(=O)Nc2ccc(C(N)=O)cc2)cc1Cl	i	8.0	-0.3%	2.1%	i	52	0%	-0.2	83	3%	9%	1.1
O=C(c1sc2cc([N+](=O)[O-])ccc2c1Cl)N1CCOCC1	i	0.2	-0.8%	0.4%	i	42	-20%	-0.6	83	7%	4%	1
Cc1nnc(Nc2ccc(C(=O)N3CCOCC3)cc2)c2ccccc12	i	0.6	2.2%	2.7%	i	41	5%	-1.9	62	13%	1%	1.1
COC(=O)C(CCSC)NS(=O)(=O)c1ccc(Cl)cc1 (centres undefined)	i	0.3	2.7%	0.1%	i	56	-14%	-1.5	81	2%	7%	0.9
O=C(CCN1CCN(CCO)CC1)Nc1ccc(C2CCCC2)cc1	i	0.0	-3.1%	0.2%	i	40	-5%	0.5	45	17%	0%	1.1
CCSc1nc2c(c(=O)[nH]c(=O)n2C)n1Cc1ccc(Cl)cc1	i	2.7	1.9%	0.2%	i	29	-7%	4.5	57	2%	3%	1.1
CCN1C(=O)[C@H]2[C@@H](c3ccc(-c4ccc(Cl)c(Cl)c4)cc3)N[C@@](Cc3ccccc3)(C(=O)OC)[C@H]2C1=O	i	0.6	13%	-0.3%	i	32	0%	0.1	61	2%	7%	.
COc1ccc(-c2ccn(-c3cccc(F)n3)n2)cc1	i	0.1	.	-0.3%	.	.	3%	-0.4	80	11%	2%	1
CC(C)[C@H](N)C(=O)NC[C@H](CC(=O)NC[C@H]1CC[C@H](C(=O)O)CC1)c1ccc(Cl)cc1	i	0.4	-0.3%	0.0%	i	54	-4%	0.0	83	4%	12%	.
O=C(COC(=O)c1cc(=O)[nH]c2ccccc12)Nc1ccc(F)cc1F	i	1.1	.	1.7%	i	30	.	-0.9	52	.	-12%	.
COc1ccc(N2CCN(CCCNC(=O)C(=O)c3c(C)[nH]c4ccccc34)CC2)cc1	i	13	-2.5%	0.1%	i	51	9%	-0.6	63	26%	9%	.
Cc1cc2c(c(=O)n1CCN(C)C)C(c1ccccc1Br)C(C#N)=C(N)O2 (centres undefined)	i	0.8	-0.5%	0.2%	i	51	-11%	-1.5	34	16%	12%	1.1
COc1ccc(-c2nc(CS(=O)(=O)CC(=O)Nc3cccc(C(C)=O)c3)c(C)o2)cc1	i	0.0	1.9%	-0.1%	i	11	4%	0.6	62	6%	4%	.
CCOC(=O)C1CCCN(C(=O)CNS(=O)(=O)c2ccc(Br)s2)C1 (centres undefined)	+	17*	0.5%	4.1%	i	17	-7%	3.4	84	3%	11%	1
Cc1cc2nc(-c3ccco3)cc(C(F)(F)F)n2n1	i	2.7	1.7%	0.4%	i	28	-8%	-0.1	57	3%	8%	1.1
CCn1c2ccccc2c2cc(NC(=O)COC(=O)C3CCC(=O)N3)ccc21 (centres undefined)	i	0.4	7.9%	0.6%	i	47	25%	-0.7	41	3%	15%	1
CNC(=O)COC(=O)c1[nH]c(C)c(C(C)=O)c1C	i	1.3	-2.1%	1.2%	i	19	1%	3.1	67	14%	0%	1.2
O=C(CC(c1ccccc1)c1ccccc1O)NCc1ccco1 (centres undefined)	i	1.2	0.3%	0.7%	i	50	-2%	-0.1	50	-3%	15%	1.1
CC(NC(=O)c1cc(COc2ccc3ncccc3c2)on1)c1ccc(F)cc1 (centres undefined)	i	0.7	-0.9%	1.2%	i	19	-13%	0.3	60	11%	3%	.
O=C(CN1C(=O)CCS(=O)(=O)c2ccccc21)NCc1ccccc1	i	1.1	0.1%	0.0%	i	40	-3%	1.1	39	14%	13%	1.1
Cc1ccc(S(=O)(=O)NCC(=O)N(CC(=O)NCC2CCCO2)C2CCCC2)cc1 (centres undefined)	i	0.6	0.1%	-0.9%[50 µM]	i	49	0%	-1.1	57	17%	6%	1
O=C(CCl)Nc1cccc(Oc2cnccn2)c1	i	1.5	8.2%	-0.1%	i	51	1%	1.8	105	10%	-2%	.
CCOC(=O)c1c(C)[nH]c(C)c1S(=O)(=O)N(C)CC(=O)Nc1cccc(C)c1	?	.	12%	0.0%	i	9	-3%	-1.0	44	3%	.	.
COc1ccccc1N(CC(=O)Nc1c(C)n(C)n(-c2ccccc2)c1=O)S(=O)(=O)c1ccc(C)cc1	i	0.0	2.4%	-0.2%	i	53	-7%	0.4	68	9%	3%	1
